MLLE-PAM2 inh = blocks PAM2 peptide binding to the PABP1 MLLE domain | 0.36% of 360,000 active | inhibition, % at 20 µM | GST-MLLE / FITC-PAM2 fluorescence polarization | P11940 | AID 588489; in the data active = inhibition above about 35%, passing the limit was not always enough;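 note: plate controls were DMSO wells with GST-MLLE for no effect and wells lacking GST-MLLE protein for full effect; some results filed as inactive read as strong as hits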
eLon inh = E. coli protease La inhibition; inhibition, % at 7.94 µM; 0.42% of 360,000 active; AID 602123; purified E. coli Lon protease, fluorescence polarization; in the data active = inhibition above about 13%, passing the limit was not always enough;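 note: 0% = enzyme with probe and DMSO and 100% = no enzyme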
Rpn11 inh = Rpn11 (human) deubiquitinase inhibition; AID 588493; 0.59% of 360,000 active; human 26S proteasome, Ub4-pepOG fluorescence polarization; 20S core pre-blocked with epoxomicin; calls only at 20 µM;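 active = inhibition at 20 µM, scaled to each plate's controls, above about 33%, limit read from the data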
Rin1-Abl PPI inh = blocks binding of human Rin1 to Abl. P00519+Q13671. TR-FRET Rin1/Abl binding, biochemical. inhibition, % at 7.35 µM. 0.4% of 360,000 active; in the data active = inhibition above about 5%, passing the limit was not always enough
Target sequence (P00519 whole entry, looked up): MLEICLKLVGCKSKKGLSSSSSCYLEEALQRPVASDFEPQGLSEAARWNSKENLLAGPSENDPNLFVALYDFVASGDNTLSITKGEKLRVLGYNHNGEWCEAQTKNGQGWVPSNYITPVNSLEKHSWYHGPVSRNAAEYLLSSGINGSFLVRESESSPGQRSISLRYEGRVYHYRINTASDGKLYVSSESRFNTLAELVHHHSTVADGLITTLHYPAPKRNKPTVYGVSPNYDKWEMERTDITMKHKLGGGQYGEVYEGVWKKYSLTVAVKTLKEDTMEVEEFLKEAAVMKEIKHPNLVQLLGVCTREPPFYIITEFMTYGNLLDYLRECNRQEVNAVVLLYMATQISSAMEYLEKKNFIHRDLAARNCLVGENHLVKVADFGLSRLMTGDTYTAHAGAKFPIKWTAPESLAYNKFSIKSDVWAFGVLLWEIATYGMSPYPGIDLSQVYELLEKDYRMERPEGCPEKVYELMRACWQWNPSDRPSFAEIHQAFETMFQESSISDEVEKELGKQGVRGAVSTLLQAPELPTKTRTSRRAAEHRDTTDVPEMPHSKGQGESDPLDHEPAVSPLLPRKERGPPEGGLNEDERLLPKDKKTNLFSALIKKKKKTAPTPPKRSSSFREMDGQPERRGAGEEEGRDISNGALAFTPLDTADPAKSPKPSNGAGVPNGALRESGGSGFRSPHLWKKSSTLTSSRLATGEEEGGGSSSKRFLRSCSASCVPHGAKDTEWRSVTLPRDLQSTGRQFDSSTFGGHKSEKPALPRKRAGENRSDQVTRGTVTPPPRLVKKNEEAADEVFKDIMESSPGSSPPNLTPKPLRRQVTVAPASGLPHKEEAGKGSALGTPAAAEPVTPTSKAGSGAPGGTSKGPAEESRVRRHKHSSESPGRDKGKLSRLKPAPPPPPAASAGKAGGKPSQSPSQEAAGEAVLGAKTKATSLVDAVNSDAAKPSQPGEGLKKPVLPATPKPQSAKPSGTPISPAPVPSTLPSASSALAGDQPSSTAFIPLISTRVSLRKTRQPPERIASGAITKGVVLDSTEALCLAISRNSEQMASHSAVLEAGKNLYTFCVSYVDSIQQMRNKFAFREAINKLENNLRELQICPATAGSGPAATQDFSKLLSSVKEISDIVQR
Target sequence (Q13671 whole entry, looked up): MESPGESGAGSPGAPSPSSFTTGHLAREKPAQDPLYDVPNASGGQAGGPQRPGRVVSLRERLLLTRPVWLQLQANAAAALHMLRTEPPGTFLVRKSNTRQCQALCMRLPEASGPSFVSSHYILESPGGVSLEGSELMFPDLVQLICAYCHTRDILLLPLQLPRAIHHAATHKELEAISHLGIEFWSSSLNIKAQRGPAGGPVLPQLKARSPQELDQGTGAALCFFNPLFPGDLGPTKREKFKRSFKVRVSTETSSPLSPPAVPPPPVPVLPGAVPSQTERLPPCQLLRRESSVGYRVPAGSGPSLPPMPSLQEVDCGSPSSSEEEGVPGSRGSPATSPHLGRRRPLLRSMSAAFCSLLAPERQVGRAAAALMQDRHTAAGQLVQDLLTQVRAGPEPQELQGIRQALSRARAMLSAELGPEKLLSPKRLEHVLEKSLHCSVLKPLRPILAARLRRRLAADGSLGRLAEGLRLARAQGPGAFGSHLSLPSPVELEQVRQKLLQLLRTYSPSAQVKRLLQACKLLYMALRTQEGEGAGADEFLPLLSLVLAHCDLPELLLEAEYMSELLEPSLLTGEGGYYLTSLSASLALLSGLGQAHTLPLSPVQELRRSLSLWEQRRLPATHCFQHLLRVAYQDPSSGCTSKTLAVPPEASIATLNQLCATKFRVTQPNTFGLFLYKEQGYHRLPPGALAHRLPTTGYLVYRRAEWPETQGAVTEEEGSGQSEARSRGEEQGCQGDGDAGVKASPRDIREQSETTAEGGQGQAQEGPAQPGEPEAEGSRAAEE
MsrA act = activates bovine MsrA enzyme; purified bovine MsrA, absorbance read-out; activation, % at 10.6 µM; 0.3% of 360,000 active; AID 602163; in the data active = activation above about 7.5%;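 note: 0% = vehicle and 100% = reference activator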
MsrA inh = bovine MsrA inhibition; AID 651718; 0.75% of 360,000 active; purified bovine MsrA, absorbance read-out; inhibition, % at 15.5 µM; in the data active = inhibition above about 4.5%;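 note: 0% = vehicle wells with enzyme and 100% = reference inhibitor wells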
CSN inh = inhibitors of human CSN-mediated cullin deneddylation; inhibition, % at 12.5 µM; Purified CSN, SCF-Nedd8-OG deneddylation, fluorescence polarization; AID 651999; 0.38% of 360,000 active; Q92905;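 active = pattern-corrected inhibition above about 35%, with an unprinted fluorescence ratio check between 0.5 and 1.5, limit read from the data, passing the limit was not always enough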;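 note: 0% = enzyme with substrate and 100% = substrate without enzyme; some results filed as inactive read as strong as hits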
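test system = HEK293T-derived human Csn5 enzyme | amount = 0.24 nM Csn5 enzyme, final concentration | medium = Tris/NaCl/DTT buffer, pH 7.5 | schedule = 90 min reaction at room temperature | signal = FP | evaluation = inhibition of Csn5 cleavage, % | compound dosing = single dose of 12.5 µM compound with 0.25% DMSO | probe or stimulus = 10 nM SCFSkp2-Nedd8OG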
MT1-MMP act inh = MT1-MMP (human) activation inhibition; 0.061% of 360,000 active; P50281; GFP/RFP ratio change, % at 20 µM; HT1080 RFP-PRO-GFP cells, GFP/RFP ratio fluorescence, overnight; percent of plate control window, DMSO zero;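 active = GFP/RFP ratio change of at least 30% with cell ATP level not reduced by more than half and red fluorescence within 50% of control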; note: strong numbers were not always called active
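Test system: HT1080 RFP-PRO-GFP cells; Benchmarks: DMSO and RFP-L50D-GFP cell wells; Timing: cells overnight before dosing, compound overnight, 37 °C, 5% CO2; Compound: one 20 µM compound dose with 1% DMSO; Read-out: GFP/RFP fluorescence ratio.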
FAS TE block = inhibitors of human fatty acid synthase thioesterase domain. inhibition, % at 15 µM. 0.67% of 360,000 active. P49327. AID 602261. recombinant FAS-TE, OMFH fluorogenic substrate, fluorescence endpoint;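 active = compounds whose normalised, plate-corrected inhibition of enzyme fluorescence in the single-dose primary screen is 50% or more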;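 note: 0% = DMSO with enzyme and 100% = substrate without enzyme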
Numbers without * were called inactive; i = inactive; . = no result given.

SMILES	MLLE-PAM2 inh	eLon inh	Rpn11 inh	Rin1-Abl PPI inh	MsrA act	MsrA inh	CSN inh	MT1-MMP act inh	FAS TE block
CCCN1CCN(CCCNC(=O)c2ccc3c(Cl)c4c(nc3c2)CCCC4)CC1	-24	-1	i	-3	-1	-1.3	2	6	4
COC(=O)Cn1cnc2c(oc3ccccc32)c1=O	3	22*	i	2	-3	.	9	-3	-8
O=C(Nc1ccccc1F)C(=O)c1cn(CC(=O)N2CCCCC2)c2ccccc12	7	-6	i	-6	2	-0.3	0	-1	4
Cc1nc(NC(=O)c2ccc(F)cc2)nc2cc3c(cc12)OCO3	-12	-6	i	1	1	0.7	5	6	-2
O=C(COC(=O)[C@@H]1CCCN1C(=O)c1cccs1)Nc1cccc(Cl)c1	3	-13	i	2	-1	-0.4	4	2	21
COc1ccccc1NC(=O)C(=O)NCC(c1ccco1)N1CCc2ccccc2C1 (stereo not given)	-5	-4	i	0	-5	-0.3	3	-4	22
C=CCCO[C@@H]1O[C@@H](C)[C@H](O)C[C@H]1O	1	-16	i	-3	-2	-0.8	1	3	-12
CCCc1nc2sc3ccccc3c(=O)c2c(=O)n1Cc1ccc(OC)cc1	-6	0	i	-1	3	0.2	17	1	25
O=C(C1CCCO1)N1CCN(C(=S)Nc2cc(F)cc(F)c2)CC1 (stereo not given)	-15	-3	i	3	-4	-0.2	3	0	-3
Cc1ccc(SCC(=O)Nc2cccc(C(=O)NC(C)(C)C)c2)cc1	2	-8	i	1	-7	1.4	2	2	-9
Nc1ccccc1C(=O)N/N=C1\C2CN3CCN(C2)CC1(c1ccccc1)C3	-2	-3	i	0	-2	-0.4	-3	-102	-12
C=C(C)CNC(=S)N/N=C1\CCCCc2ccccc21	24	-7	i	2	-5	0.7	2	0	11
CNc1nc(-c2c(C)[nH]c3ccc(OC)cc23)cs1	-26	3	i	0	-14	-0.7	5	24	-15
CCOc1ccc2sc(NS(=O)(=O)c3ccc(OC)c(OC)c3)nc2c1	2	2	i	2	-8	0.0	-2	0	-8
COc1cccc(NC(=O)C(=O)NCc2ccncc2)c1	8	5	i	-1	-1	0.9	-3	-2	-2
S=C(Nc1ccc(Cl)cc1)Nc1ccc2cn[nH]c2c1	25	10	i	2	-1	0.0	2	4	-4
Cc1ccc(/C=N/NC(=O)c2nnn(-c3nonc3N)c2CN(C)C)o1	4	3	i	1	-2	2.6	-5	-4	-2
O=C(OCC(=O)N(CCc1ccccc1)Cc1ccccc1)c1ccc(F)c(S(=O)(=O)N2CCOCC2)c1	4	-10	i	3	0	0.3	2	0	39
CCOc1ccccc1NC(=O)CCS(=O)(=O)c1ccc2c(c1)CC(C)N2C(C)=O (stereo not given)	15	3	i	1	-2	0.2	5	5	-4
Cc1ccc(NC(=O)c2ccco2)c(NC(=O)c2ccc(Cl)cc2)c1	-6	1	i	0	-10	-0.3	0	1	4
CSCC(O)Cn1[nH]c(=O)c2cc(Cl)c(Cl)cc2c1=O (stereo not given)	10	6	i	-3	-3	0.1	-2	-2	0
O=C(c1cc2c(=O)n3ccccc3nc2s1)N1CCN(c2cccc(Cl)c2)CC1	-11	-9	i	-2	-4	1.2	5	4	31
CCOC(=O)N1CCN(C(=O)C2CCCN(S(=O)(=O)c3ccccc3)C2)CC1 (stereo not given)	2	-1	i	7	-2	-0.3	-6	1	-10
O=C(CSc1nnc(-c2ccccc2Cl)n1Cc1ccco1)Nc1ccc2c(c1)OCCO2	-5	-3	i	2	-2	0.6	-3	-4	1
C[C@@H]1CCCCO[C@H](CN(C)Cc2ccc(C(=O)O)cc2)[C@@H](C)CN([C@H](C)CO)C(=O)c2cc(N(C)C)ccc2O1	-9	-5	i	-1	-4	-1.2	2	1	-5

Arranged by molecular weight (high to low): part of the list above.
SMILES	MLLE-PAM2 inh	eLon inh	Rpn11 inh	Rin1-Abl PPI inh	MsrA act	MsrA inh	CSN inh	MT1-MMP act inh	FAS TE block
O=C(CSc1nnc(-c2ccccc2Cl)n1Cc1ccco1)Nc1ccc2c(c1)OCCO2	-5	-3	i	2	-2	0.6	-3	-4	1
CCOc1ccc2sc(NS(=O)(=O)c3ccc(OC)c(OC)c3)nc2c1	2	2	i	2	-8	0.0	-2	0	-8
O=C(COC(=O)[C@@H]1CCCN1C(=O)c1cccs1)Nc1cccc(Cl)c1	3	-13	i	2	-1	-0.4	4	2	21

Going on with the list.
SMILES	MLLE-PAM2 inh	eLon inh	Rpn11 inh	Rin1-Abl PPI inh	MsrA act	MsrA inh	CSN inh	MT1-MMP act inh	FAS TE block
O=C(COC(=O)CC1c2ccccc2CCN1S(=O)(=O)c1ccccc1)Nc1ccccc1 (stereo not given)	-1	-1	i	2	-2	1.2	-5	-1	28
CCOc1ccc(Nc2nc(N)c([N+](=O)[O-])c(N3CCOCC3)n2)cc1	-4	3	i	0	-6	1.0	1	0	4
O=S(=O)(/N=C(/Nc1cccc2ccccc12)c1ccc(F)cc1)c1ccccc1	4	1	i	-1	2	0.8	-1	-1	14
Cc1ccc(C(C(=O)NCC2CCCO2)N(C(=O)c2snc(C(N)=O)c2N)c2ccc3c(c2)OCCO3)cc1 (stereo not given)	3	12	i	13*	-2	0.5	-3	3	4
O=C(CSc1nc2ccccc2c(=O)n1CCCN1CCOCC1)Nc1ccc2c(c1)OCO2	8	0	i	2	-3	-0.1	3	-1	-4
O=C(c1ccc(F)cc1)N1CCCC(c2nc(-c3cccs3)no2)C1 (stereo not given)	-2	-2	i	-1	1	0.6	13	2	-9
COc1ccc(C2CCc3cc(OC)c(OC)cc3C2NC=O)cc1OC (stereo not given)	-11	-8	i	0	-1	0.8	0	6	-5
COC(=O)c1ccccc1N=NNc1ccc([N+](=O)[O-])cc1	19	-9	i	-2	-3	-0.6	3	1	-3
O=C(Nc1ccc2c(c1)OCO2)N1CCN(c2ncc(C(F)(F)F)cc2Cl)CC1	-3	-9	i	0	-8	0.7	8	1	12
O=C1CCCN1CCCNCC(O)c1ccccc1 (stereo not given)	-11	-3	i	2	-1	-0.7	2	1	-4
Cc1ccc(S(=O)(=O)N(C)c2ccccc2C(=O)Nc2ccc(F)cc2F)cc1	8	4	i	-2	0	-0.6	2	-3	11
O=C(Cn1cccc1)Nc1ccc(F)cc1F	-2	-8	i	-3	-7	1.1	-7	3	-7
CCCS(=O)(=O)n1nc(-c2ccc(OC)cc2)cc1N	-11	-4	i	0	-4	-0.6	-2	2	-6
O=C(N/C=C/n1cnc2cc(C(F)(F)F)ccc21)c1ccccc1F	1	-1	i	-2	-2	-0.4	-1	-1	6
CC(C)(C)N(Cc1ccccc1)C(=O)COC(=O)c1ccc(S(=O)(=O)N2CCOCC2)cc1	-5	-8	i	3	-2	0.7	-2	0	13
Cc1cc(/C=C2/NC(=O)N(Cc3ccccc3F)C2=O)c(C)n1C	6	-5	i	-3	-4	1.4	-5	-6	26
COc1cc(NC(=O)c2ccc(-c3cn[nH]c3)c3ccoc23)cc(OC)c1OC	3	6	i	-1	1	2.0	1	9	-2
COc1ccc(NS(=O)(=O)c2ccc(C)c(C(=O)NCC(c3ccco3)N3CCCCC3)c2)cc1 (stereo not given)	1	1	i	7	-5	-0.8	1	1	-3
CCN(CC)S(=O)(=O)c1ccc(N(C)Cc2cccnc2)nc1	-4	-2	i	1	-8	-0.7	2	3	-6
COc1ccccc1N1CCN(C(=O)c2cc3sccc3n2C)CC1	1	2	i	2	-7	-0.1	5	0	2
S=C1NC(c2ccccc2)=NCN1c1ccccc1	-70	-4	i	1	-2	-0.1	-7	-5	-8
CC1CCCCC1NC(=O)COC(=O)Cc1ccc(Cl)cc1 (stereo not given)	1	-10	i	3	-1	0.0	5	1	-2
CC1CCCCC1NC(=O)c1cc2c(=O)n3ccccc3nc2n1C (stereo not given)	9	12	i	-1	-4	1.8	4	0	5
O=C(Nc1ccn(CCCNC2CCN(Cc3ccccc3)CC2)c(=O)n1)OCc1ccccc1	-9	-4	i	-1	-4	0.7	1	-4	-6
CCN(c1ccccc1)S(=O)(=O)c1ccc2[nH]c(=O)c(=O)[nH]c2c1	10	1	i	1	2	1.3	4	0	-1

The last two entries of the section before are carried over, then new ones follow:
SMILES	MLLE-PAM2 inh	eLon inh	Rpn11 inh	Rin1-Abl PPI inh	MsrA act	MsrA inh	CSN inh	MT1-MMP act inh	FAS TE block
O=C(Nc1ccn(CCCNC2CCN(Cc3ccccc3)CC2)c(=O)n1)OCc1ccccc1	-9	-4	i	-1	-4	0.7	1	-4	-6
CCN(c1ccccc1)S(=O)(=O)c1ccc2[nH]c(=O)c(=O)[nH]c2c1	10	1	i	1	2	1.3	4	0	-1
O=C1CN(C(=O)COC(=O)C2CCN(S(=O)(=O)c3ccccc3C(F)(F)F)CC2)c2ccccc2N1	-4	-7	i	0	-3	0.5	1	2	1
CC1Cc2ccccc2N1C(=O)c1cccnc1 (stereo not given)	-2	-9	i	-1	-1	-0.4	-3	-4	-6
COc1ccc(C2(CNC(=O)Cc3ccc(OC)c(OC)c3)CCCC2)cc1	-10	-2	i	-1	-1	-0.9	-11	-1	-1
C#CCN1C=CC(=O)[C@@H](OC(=O)Nc2ccc(Cl)cc2)[C@H]1c1ccccc1Br	14	0	i	0	0	1.2	-4	4	12
Cc1ccccc1-c1nc(NC(C)C)nc2ccsc12	2	9	i	1	2	-0.6	-3	-2	10
CC(Sc1nccn1C)C(=O)c1ccc(Br)cc1 (stereo not given)	3	3	i	1	-2	-0.3	1	0	-5
O=C(C1CCC1)N1CCN(S(=O)(=O)c2ccccc2)CC1	3	0	i	5	-14	-1.4	0	3	-6
COc1cc(/C=C/c2ccc3cccc(O)c3n2)cc(Cl)c1OC	-4	1	i	3	-6	3.4	2	12	16
Cc1ccc(C(=O)N(c2ccccn2)C(C)c2ccco2)cc1 (stereo not given)	1	2	i	3	-1	-0.3	-1	-8	-7
CCOC(=O)c1nn(-c2ccc(Cl)cc2)c(C)cc1=O	1	-2	i	-2	-3	-1.0	4	-1	-7
CC(=O)N1CCc2ccc(S(=O)(=O)N3CC(C)OC(C)C3)cc21 (stereo not given)	13	10	i	2	-9	-1.1	-4	-1	-11
CC(=O)N1c2ccc(S(=O)(=O)N3CCCCC3)cc2CC1C(=O)Nc1ccc(C)cc1 (stereo not given)	10	1	i	1	-1	0.4	-6	4	1
CC(=O)/C(N=Nc1ccc(C(=O)O)cc1[N+](=O)[O-])=C(\C)O	10	6	i	-3	-16	3.7	2	2	-7
O=C(COC(=O)c1c(F)cccc1F)Nc1ccc2c(c1)OCO2	-7	-3	i	3	-6	0.8	0	1	-2

eLon inh, what is marked active above
SMILES | MLLE-PAM2 inh | eLon inh | Rpn11 inh | Rin1-Abl PPI inh | MsrA act | MsrA inh | CSN inh | MT1-MMP act inh
COC(=O)Cn1cnc2c(oc3ccccc32)c1=O | 3 | 22* | i | 2 | -3 | . | 9 | -3
